High-throughput results (PubChem)
PfGluPho inh: PfG6PD (Plasmodium falciparum) enzyme inhibition; PfGluPho enzyme, NADPH resazurin-diaphorase fluorescence; inhibition, % at 20 µM; 0.78% of 350,000 active;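 active = inhibition reaching at least a set limit at 20 µM in the primary screen, cut at about 59% in these data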;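 note: 0% = DMSO wells with substrate and 100% = DMSO wells lacking glucose-6-phosphate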
NR3A LBD binder: NR3A (human) ligand-binding domain modulation; NR3A LBD differential scanning fluorimetry, Tm shift; 0% = protein alone, 100% = glycine-bound protein; Tm shift relative to glycine control, % at 25 µM; 2.5% of 340,000 active; AID 1259313;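 active = melting temperature shift of at least 10% of the positive control shift, at one fixed dose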
SENP8 block: inhibitors of human SENP8 protease; 0.64% of 360,000 active; Q96LD8; inhibition, % at 20 µM; recombinant SENP8, Nedd8 substrate fluorescence; AID 602440; in the data active = inhibition mostly above about 40%, no sharp cut-off; inactive = mostly below about 27%
Target sequence (Q96LD8 whole entry, looked up): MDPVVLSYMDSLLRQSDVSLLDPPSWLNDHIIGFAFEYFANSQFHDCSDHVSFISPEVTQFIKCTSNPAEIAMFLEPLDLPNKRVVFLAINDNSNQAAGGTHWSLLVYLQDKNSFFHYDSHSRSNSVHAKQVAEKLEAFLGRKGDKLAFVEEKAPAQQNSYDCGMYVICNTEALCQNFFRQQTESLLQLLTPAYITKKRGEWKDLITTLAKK
ATG4B inhibitor: ATG4B (human) cysteine protease inhibition; Q9Y4P1; ATG4B cleavage of LC3-PLA2, NBD-HPC fluorescence, 1 h; inhibition, % at 8.33 µM; 0.51% of 340,000 active; AID 504462; in the data active = inhibition above about 40%
MPTP block: blocks calcium-induced mitochondrial swelling; 1.4% of 360,000 active; isolated mouse mitochondria, Ca2+ swelling absorbance, 30 min; inhibition, % at 10 µM;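 active = inhibition of 50% or more, scaled per plate between neutral and stimulator controls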;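 note: 0% = DMSO wells given calcium and 100% = 1 mM EGTA wells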
SENP7 inh: SENP7 protease inhibition; inhibition, % at 5 µM; recombinant SENP7, Z-RLRGG-aminoluciferin luminescence, 40 min; AID 434973; 1.5% of 330,000 active;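 active = inhibition above about 50% at the single test dose, limit read from the data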;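 note: plate controls were DMSO with enzyme for no effect and no enzyme buffer wells for full effect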
Target sequence (Q9BQF6 706-1050 limits assumed): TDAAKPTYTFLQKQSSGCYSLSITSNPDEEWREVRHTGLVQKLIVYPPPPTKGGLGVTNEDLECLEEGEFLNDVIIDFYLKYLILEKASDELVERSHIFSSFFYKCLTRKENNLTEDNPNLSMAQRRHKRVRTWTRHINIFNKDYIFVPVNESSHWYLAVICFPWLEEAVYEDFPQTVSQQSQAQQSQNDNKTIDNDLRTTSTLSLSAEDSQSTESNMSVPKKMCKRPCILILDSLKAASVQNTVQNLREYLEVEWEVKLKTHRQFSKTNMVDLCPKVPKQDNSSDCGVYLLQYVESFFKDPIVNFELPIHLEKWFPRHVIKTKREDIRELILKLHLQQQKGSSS
HKDC1 inh: blocks human hexokinase HKDC1 activity; Q2TB90; recombinant HKDC1, G6PDH/diaphorase resazurin coupled fluorescence; inhibition, % at 20 µM; 0.16% of 340,000 active; AID 493160;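 active = inhibition above about 35% when tested at 20 µM, limit read from the data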;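 note: plate controls were DMSO wells with enzyme for no effect and DMSO wells lacking enzyme for full effect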
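Assay system: in-house recombinant HK5 (HKDC1) enzyme. Input: HKDC1 at 5 µg/mL. Medium: Tris pH 8.0 buffer with MgCl2, Tween-20, BSA, BME. Dosing: single 20 µM dose. Schedule: 90 min reaction incubation at room temperature, dark. Signal: resazurin-to-resorufin fluorescence via G6PDH and diaphorase coupling, 525/613 nm. Controls: DMSO-enzyme wells negative, buffer-substituted wells positive.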
SENP6 block: blocks the human protease SENP6; Q9GZR1; Recombinant SENP6 catalytic domain, aminoluciferin luminescence; inhibition, % at 10 µM; 1.8% of 330,000 active; AID 2599;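 active = inhibition above about 50% at the single tested dose, limit read from the data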;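 note: plate controls were DMSO wells with enzyme for no effect and DMSO wells lacking enzyme for full effect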
Target sequence (Q9GZR1 628-1112 limits assumed): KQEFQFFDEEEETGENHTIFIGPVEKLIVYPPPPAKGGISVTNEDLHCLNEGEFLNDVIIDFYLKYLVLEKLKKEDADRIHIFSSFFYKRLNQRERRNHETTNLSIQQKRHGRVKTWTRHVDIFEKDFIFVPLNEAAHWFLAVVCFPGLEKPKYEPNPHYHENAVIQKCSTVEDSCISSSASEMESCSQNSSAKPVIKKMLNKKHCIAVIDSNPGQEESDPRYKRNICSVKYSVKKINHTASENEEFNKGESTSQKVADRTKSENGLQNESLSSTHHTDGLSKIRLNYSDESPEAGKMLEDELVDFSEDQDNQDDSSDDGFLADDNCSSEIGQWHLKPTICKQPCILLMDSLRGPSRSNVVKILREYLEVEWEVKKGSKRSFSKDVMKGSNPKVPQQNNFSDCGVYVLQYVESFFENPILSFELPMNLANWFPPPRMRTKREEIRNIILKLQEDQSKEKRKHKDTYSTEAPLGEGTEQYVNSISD
Starred values were filed as active, the others as inactive; i = inactive; · = no result given. Compounds were not picked by outcome; 6.9% or so of the library scored in one or more.

Sequence of screens: HKDC1 inh, SENP6 block, MPTP block, PfGluPho inh, SENP8 block, ATG4B inhibitor, SENP7 inh, NR3A LBD binder
O=C(COc1ccccc1Cl)N1N=C(c2cccs2)CC1c1ccco1 (configuration not stated)
  11, -1, -0.8, 19, -435, 3, -9, -3
COCC1CCN(C(=O)c2ccc3oc(Cc4ccc(Cl)cc4)nc3c2)C1 (configuration not stated)
  -8, -20, 0.3, 7, 10, -4, -14, -1
Cc1ccc(NC(=O)CCl)cc1S(=O)(=O)N1CCCCCC1
  11, 4, -1.5, 10, 7, -6, 4, 1
O=C1C=C(c2ccccc2)C[C@@H](c2ccc(Cl)cc2)C1
  8, 3, 0.8, 3, 2, 8, 9, -4
Cc1ccccc1-c1nc(CS(=O)(=O)CC(=O)NCc2ccc(F)cc2)c(C)o1
  -5, -10, -1.6, 8, 16, 22, -1, 0
O=[N+]([O-])c1ccccc1S(=O)(=O)N1CCSCC1
  2, 10, -1.2, 11, 14, -1, -5, 4
O=C(NCC(=O)N1CCN(C(=O)c2ccco2)CC1)c1ccc(Br)cc1
  3, -5, -0.3, -3, 3, 1, 7, 0
CCOC(=O)c1c(NC(=O)c2ccncc2)sc(C)c1C
  -6, -9, -0.3, 5, -8, -10, 0, 0
NC(N)=NC(N)=NCCc1ccccc1
  -1, -8, -0.6, -4, 3, 11, -4, 1
CN(CCCNC(=O)C1CCCN(S(=O)(=O)c2cnc[nH]2)C1)c1ccccc1 (configuration not stated)
  3, -1, -1.1, 1, 1, -8, -8, -1
Cc1ccc(S(=O)(=O)N2[C@@H](c3ccccc3)C(C(=O)O)=CC[C@H]2c2ccc(C(C)C)cc2)cc1
  7, 6, -2.6, -19, 22, 6, -4, -4
CCN(CC)S(=O)(=O)c1cccc(NC(=O)COC(=O)c2cncc(Br)c2)c1
  -3, 7, -1.3, 13, -10, -13, 5, -1
CCCCCCN1CC(=O)N2Cc3[nH]c4ccccc4c3C[C@H]2C1=O
  5, -14, -0.4, -11, 8, -4, 7, -3
Cc1n[nH]c(=S)n1/N=C/c1ccc(OCc2ccc(Cl)cc2)cc1
  5, -9, 5.2, 18, 14, -6, 7, -6
Cc1ccc(-c2csc(NC(=O)c3ccccc3F)c2C(=O)O)cc1
  14, 82*, -0.3, 73*, -20, 55*, 39, 0
Cc1ccc2nc(C)c(CN3CCN(c4ccc([N+](=O)[O-])cc4Cl)CC3)n2c1
  ·, -18, 88*, ·, 10, ·, 3, ·
O=C(Cc1ccc(S(=O)(=O)N2CCOCC2)s1)NNC(=O)c1ccccc1Cl
  -3, -4, -0.4, -7, 6, 2, -11, -1
O=C(CNC(=O)c1ccccc1Br)N/N=C/c1cccs1
  -5, 9, 0.8, 0, 3, -2, 4, 7
Cc1ccc(C(=O)NC(=S)Nc2ccc(-c3cc4ccccc4oc3=O)cc2)c(C)c1
  -7, -3, 3.7, -18, -389, 2, 1, 0
COc1cc2c(cc1OC)-c1nnc(-c3cccs3)n1C(C)(C)C2
  2, -4, -3.0, -3, -41, -5, -1, 2
CCCCCC(=O)N(O)C1CC(=O)N(c2ccccc2)C1=O (configuration not stated)
  4, -11, -1.3, 7, 33, 10, 2, 1
Cc1ccc(C)c(NC(=O)CSc2nnc([C@@H]3CCCN3C(=O)OC(C)(C)C)o2)c1
  -2, -2, 1.5, 11, 18, -6, -11, -4
CC12CN(C(=O)c3ccccc3Br)CC(C)(CN(C(=O)c3ccccc3Br)C1)C2=O
  2, -12, -0.9, -3, 20, -9, 3, -2
COc1cc(NC(=O)CSc2nc(=O)n(CCN3CCOCC3)c3c2CCCC3)cc(OC)c1
  -2, -22, 0.5, -26, 2, 4, 5, 0
CC(=O)Nc1nc2n(n1)C(c1ccc(F)cc1)C=C(c1ccccc1)N2 (configuration not stated)
  -7, -23, -2.2, 12, i, -11, 4, -3
Cc1noc(C(=O)NCc2ccccc2)c1Cl
  1, 4, -1.8, -4, 2, 4, -1, -1
CCn1c(SCC(=O)NC2CC2)nnc1C(C)Oc1ccccc1 (configuration not stated)
  -2, -2, -1.4, -1, 5, 3, -34, 2
O=C(CCN1CCc2ccccc2C1)Nc1ccc(F)c(F)c1
  0, -3, 2.0, 6, 13, -10, -6, 0
CCn1c(COc2ccc(Cl)cc2)nnc1SCc1nc2ccccc2[nH]1
  2, -17, -1.0, -6, -16, -11, -11, 5
Cc1n[nH]c(=O)nc1NCCc1ccccc1
  -1, -12, 0.7, 5, 16, -5, 3, 1
CCOCCCNc1nc2nc3ccc(C)cn3c(=O)c2cc1C(=O)NCC1CCCO1 (configuration not stated)
  -4, -13, -1.7, 8, -400, -3, -1, 0
COc1ccc(S(=O)(=O)NC(CCSC)C(=O)NC2CCCCC2)cc1 (configuration not stated)
  -4, -10, 0.1, 12, 3, -7, 5, -1
O=C(COc1coc(CN2CCN(c3ccc(F)cc3)CC2)cc1=O)NCC1CCCO1 (configuration not stated)
  -2, -2, -2.3, -9, 9, -2, 2, 0
NC(=O)C1=C[C@@H](c2csc3ccccc23)C[C@@H](OCCCCO)O1
  9, -5, -0.8, 25, 6, -9, -7, 0
Cc1ccc([C@@H]2CC=C(C(=O)O)[C@H](c3cccc(F)c3)N2S(=O)(=O)c2ccccc2C)cc1
  0, -11, 4.2, -23, -4, -5, -2, 1
COCCn1c(SCC(=O)N2CCCC2)nc2c([nH]c3ccccc32)c1=O
  -10, -12, -0.6, -1, -16, 4, -4, -1
O=C(CNC(=O)c1cccc(F)c1)OCC(=O)N1CCCc2ccccc21
  -6, -26, 0.7, -5, 10, 0, -10, 0
CC(C)CCNC(=O)NC(=O)COC(=O)C1CCN(S(=O)(=O)c2ccccc2F)CC1
  -6, -14, 1.3, 1, 3, -10, 2, 1
O=C(COC(=O)c1ccc(S(=O)(=O)N2CCCC2)cc1)Nc1cccc(Br)c1
  -1, 16, 1.2, -7, 17, -2, 2, -6
COC(=O)/C(=C/Nc1cccc2ccccc12)[N+](=O)[O-]
  8, 0, 0.4, 7, -275, -5, 3, -2
Cc1cnc(NC(=O)CC2OC(=O)c3ccccc32)s1 (configuration not stated)
  0, 0, -0.6, 11, -20, -9, -3, -1
O=C(c1ccc(Br)s1)N1CCN(c2ncccn2)CC1
  -7, -12, -0.5, -1, 1, 11, 8, 2
COc1ccc(-n2cc(C(=O)c3ccccc3O)cn2)cc1
  2, 95*, -1.1, 8, -167, 3, 100*, 1
O=C(CNC(=O)c1ccccc1Br)N/N=C/c1cccnc1
  6, 2, 0.4, -7, 6, -7, -5, -1
COc1ccccc1C1NC(=O)NC(C)=C1C(=O)OC1CCCC(C)C1 (configuration not stated)
  0, -15, 0.3, 6, 10, 1, 2, -1
CC(C)CC(=O)Nc1ccccc1N1CCCC1
  -8, -22, 0.8, 0, 19, -16, -5, -4
CC(C)NC(=O)Cc1ccc(Br)cc1
  1, -5, -0.2, 3, 5, -7, 7, -2
O=C(C1CCCO1)N1CCN(C(=S)Nc2cccc(F)c2)CC1 (configuration not stated)
  -4, -2, -0.2, 3, 5, 2, -3, 1
Cc1c(CC(=O)O)c(=O)oc2c(C)c3occ(-c4ccccc4)c3cc12
  4, 14, 1.7, -19, -215, 0, 3, -6
O=C1CCC(C(=O)Nc2ccccc2N2CCCC2)=NN1
  1, 9, -1.0, 22, 17, 7, -1, -2
C[C@H](NC(=O)C1CCN(S(=O)(=O)c2ccccc2)CC1)C(=O)NCc1ccc(Cl)cc1Cl
  -4, 2, -1.0, -6, 7, 7, 6, 0
CCCC(=O)Nc1nc2ccc(S(=O)(=O)N3CCCCC3)cc2s1
  -2, -13, -0.5, 1, 5, -2, -6, 0
Cc1ccc2c(c1)[C@H]1[C@H](CO2)[C@H](c2ccccc2)[C@]2(C)C(=O)Nc3ccc(Br)cc3C(=O)N12
  1, 0, 4.9, 4, 9, -9, 9, -2
COc1ccc(CN(C(=O)c2ccc3c(c2)OCCO3)C(C(=O)NC2CCCCC2)c2ccc3ncccc3c2)cc1 (configuration not stated)
  14, -5, 0.7, -12, 5, -11, 2, 1
COc1cc2c(=O)c(-c3ccc(O)cc3)coc2cc1OC1OC(CO)C(O)C(O)C1O (configuration not stated)
  -3, -13, -1.3, 2, -4, -4, -11, 2
COc1ccccc1CCn1c(N)c(C#N)c2nc3ccccc3nc21
  16, 51*, 1.0, 19, -283, -17, 25, -27
Cc1ccc(CNCc2ccco2)cc1
  -9, -8, -0.4, -8, 7, 7, -2, 0
CCN(CC)CCN1C(=O)C(O)=C(C(=O)c2ccc(C)o2)C1c1ccccn1 (configuration not stated)
  1, -1, ·, 12, ·, -10, -2, 1
COc1ccccc1NC(=S)N(CCc1ccc(OC)c(OC)c1)Cc1ccccn1
  -2, 10, -2.1, 5, 15, -9, 9, 0
CC(C)C(NC(=O)c1ccc(F)cc1)C(=O)NCC1CCCO1 (configuration not stated)
  1, -1, 0.8, -9, 18, 2, 11, -1

Remaining list, next part.
Sequence of screens: HKDC1 inh, SENP6 block, MPTP block, PfGluPho inh, SENP8 block, ATG4B inhibitor, SENP7 inh, NR3A LBD binder
O=C(Nc1ccc(Cl)c(S(=O)(=O)N2CCOCC2)c1)c1n[nH]c(=O)c2ccccc12
  4, -16, -0.2, 7, 1, -6, -5, 0
N#CCc1ccc(C(=O)c2ccccc2F)s1
  -2, -6, -1.2, -9, 22, 19, 4, -7
N=C(N)c1ccc(/C=C/c2ccc(C(=N)N)cc2O)cc1
  -7, 0, -3.7, -3, -440, -2, 3, 0
O=C(CCc1ccccc1)NNC(=O)Cc1ccc(Cl)cc1
  -7, -7, -0.3, -4, 12, -7, -4, -2
CC(=O)c1cccc(NC(=O)c2ccc(N(Cc3ccccc3)S(C)(=O)=O)cc2)c1
  0, 0, 0.3, -5, 15, -16, 7, -9
COc1ccc(Cc2nc3ccc(C(=O)N(C)C(C)c4nccs4)cc3o2)cc1 (configuration not stated)
  -6, 5, 0.1, 5, 16, 4, -3, -1
Cc1ccc(SC(=O)c2c([N+](=O)[O-])c(C)nn2C)cc1
  0, -8, -1.2, 1, 7, -5, -1, 2
CCNc1nc(Cl)nc(NCCOc2ccc(C)cc2)n1
  -8, 1, 0.2, -20, 15, 2, 1, 9
O=C(NCCCNC(=O)c1cncc(O)c1)c1cncc(O)c1
  -4, 3, -2.2, -11, -59, 6, 1, -1
CN(C)CCOC1c2ccccc2C=Cc2ccccc21
  -4, -4, ·, -6, ·, -1, 3, -3
CC1CCN(C(=O)C2CCN(c3ncnc4c3nc3n4CCCCC3)CC2)CC1
  0, -7, -0.4, -12, -8, 13, 4, -2
CCC(=O)c1ccc(OCC(=O)OCC(=O)NCCCc2ccccc2)cc1
  -5, 0, -3.2, -6, 9, -3, 0, 1
O=C(Nc1ccc(F)cc1)Nc1nnc(COc2ccccc2F)s1
  -9, 13, 83*, 3, 17, -10, 3, 36*
NC(=S)Cc1nc(-c2ccc(Cl)cc2)cs1
  -8, -22, -4.4, 24, 5, -15, -3, -17
O=C(CSc1ccccc1F)Nc1ccc2c(c1)OCO2
  -1, -13, -0.2, 9, 9, -1, 1, -14
O=C(O)C1CC1C(=O)Nc1cc(F)ccc1F (configuration not stated)
  3, -12, 0.2, 3, 10, -8, 3, 0
CCNC(=O)c1ccc(OCC(=O)Nc2ccc(F)cc2)c(OC)c1
  -6, -8, -1.1, 12, 5, 2, 8, -2
Cc1cc(C)c(S(=O)(=O)Nc2ccc(N3CCOCC3)cc2)c(C)c1
  -3, 3, 1.3, 22, 15, -7, -3, 0
CCOc1ccc(NC(=O)CCC(=O)NNC(=O)Nc2ccc(Cl)cc2)cc1
  -8, -12, 3.0, -16, 8, 0, -7, 12*

Of the compounds above, 2 contain a cyano group.
Sequence of screens: HKDC1 inh, SENP6 block, MPTP block, PfGluPho inh, SENP8 block, ATG4B inhibitor, SENP7 inh, NR3A LBD binder
COc1ccccc1CCn1c(N)c(C#N)c2nc3ccccc3nc21
  16, 51*, 1.0, 19, -283, -17, 25, -27
N#CCc1ccc(C(=O)c2ccccc2F)s1
  -2, -6, -1.2, -9, 22, 19, 4, -7
